Tat transport = inhibitors of E. coli Tat protein transport; AID 488895; E. coli MC4100 TorA-mCherry Tat export, fluorescence; 340,000 compounds, 0.036% hits; inhibition, % at 10 µM;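 active = mean replicate inhibition at least 50% and at least half of replicates individually reaching 50%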;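 note: exported cargo escapes ClpAP degradation while cytoplasmic cargo is degraded and loses fluorescence; 0% = median of neutral control wells and 100% = median of NaSCN control wells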
MITF act = activators of MITF-driven TRPM1 promoter activity in SK-MEL-5 cells; SK-MEL-5 TRPM1-promoter luciferase, 24 h; % of positive control, neutral wells = 0; activation, % at 12.5 µM; 300,000 compounds, 0.75% hits;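 active = mean activation of at least 80% with every replicate also reaching 80%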;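 note: 0% = neutral control wells and 100% = parthenolide positive control wells; values of inactives mirror those of a sister screen read the other way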
Wnt act = activates Wnt/beta-catenin signaling in a reporter cell assay | activator, plate reader | activation, % at 9.35 µM | 300,000 compounds, 1.2% hits; in the data active = activation above about 30%, passing the limit was not always enough;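 note: 0% = neutral control wells and 100% = positive control wells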
Rtt109 HAT inh = inhibitors of Candida albicans Rtt109/Vps75 histone acetyltransferase; Q5AAJ8; purified Rtt109/Vps75, ThioGlo CoA-SH fluorescence, 4 h; inhibition, % at 34.9 µM; 330,000 compounds, 0.16% hits; AID 540336;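 active = inhibition of at least 50% in every replicate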
Target sequence (Q5AAJ8 whole entry, looked up): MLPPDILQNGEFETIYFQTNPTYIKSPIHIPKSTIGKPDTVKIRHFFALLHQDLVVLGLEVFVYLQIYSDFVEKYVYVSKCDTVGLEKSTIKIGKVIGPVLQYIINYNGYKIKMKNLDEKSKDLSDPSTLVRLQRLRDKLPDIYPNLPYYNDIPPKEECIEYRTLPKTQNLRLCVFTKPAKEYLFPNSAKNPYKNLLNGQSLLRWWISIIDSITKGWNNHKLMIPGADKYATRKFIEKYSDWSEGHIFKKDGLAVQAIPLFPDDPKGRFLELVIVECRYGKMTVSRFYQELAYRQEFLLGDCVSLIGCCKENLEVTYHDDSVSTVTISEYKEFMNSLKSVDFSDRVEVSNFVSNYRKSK
CAL PDZ FP-1 = human CAL PDZ-peptide interaction inhibition; Q9HD26; purified CAL PDZ, TMR-peptide fluorescence polarization, 1 h; inhibition, % at 20 µM; 330,000 compounds, 0.02% hits; AID 504414;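 active = highest replicate inhibition of at least 40%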;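 note: plate controls were DMSO neutral control wells for no effect and unlabeled competitor peptide control wells for full effect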
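Material: tagged CAL PDZ domain; buffer or medium: 25 mM sodium phosphate pH 7.4, 150 mM NaCl, TCEP, IgG, Thesit; compound dosing: single point, 20 µM; schedule: 1 h incubation at room temperature before polarization reading; measured by: FP readout, S and P plane fluorescence; read-out basis: percent inhibition from loss of millipolarization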
CAL PDZ FP-2 = inhibitors of human CAL PDZ peptide binding; Q9HD26; purified CAL PDZ, TMR-peptide fluorescence polarization, 1 h; inhibition, % at 24.9 µM; 300,000 compounds, 0.92% hits; AID 602252;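 active = mean inhibition of at least 30% with at least half of replicates also reaching 30%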;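 note: 0% = DMSO neutral control and 100% = excess unlabeled competitor peptide PRC23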
dFosB activator = enhances mouse delta FosB homodimer DNA binding. 340,000 compounds, 0.99% hits. purified delta FosB, TAMRA-CDK5 oligo fluorescence polarization; percent of positive-control signal above neutral wells. P13346. activation, % at 25 µM;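 active = mean activation above about 17%, with every replicate also reaching it, limit read from the data, passing the limit was not always enough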;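 note: fluorescence polarization rise as delta FosB binds a TAMRA Cdk5 AP-1 oligo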
Target sequence (P13346 whole entry, looked up): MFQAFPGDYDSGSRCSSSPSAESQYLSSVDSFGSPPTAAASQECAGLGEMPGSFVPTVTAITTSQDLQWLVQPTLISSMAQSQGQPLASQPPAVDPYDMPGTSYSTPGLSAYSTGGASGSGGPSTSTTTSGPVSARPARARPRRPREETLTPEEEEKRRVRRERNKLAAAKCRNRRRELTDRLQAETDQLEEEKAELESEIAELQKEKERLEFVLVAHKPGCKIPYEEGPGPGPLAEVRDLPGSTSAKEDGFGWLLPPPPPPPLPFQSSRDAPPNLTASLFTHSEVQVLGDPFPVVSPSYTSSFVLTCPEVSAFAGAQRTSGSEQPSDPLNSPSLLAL
cardiac RTF act = cardiac RTF calcium sensitization | IANBD-labeled TnC RTF fluorescence at EC20 calcium; 0% EC20 calcium, 100% full calcium | activation, % at 7.2 µM | 340,000 compounds, 0.24% hits;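 active = activation above the mean over all tested compounds plus 3 SD, cut at about 30% in these data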;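 note: rise in fluorescence read as greater calcium sensitivity of cardiac thin filaments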
CDK5 p35 inh = inhibitors of human CDK5/p35 kinase; Q00535+Q15078; Recombinant CDK5/p35, ADP-Glo luminescence, 60 min; inhibition, % at 10 µM; 330,000 compounds, 0.01% hits;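 active = highest replicate inhibition of at least 50% and at least 75% of replicates reaching 50%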;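 note: plate controls were DMSO neutral control for no effect and GW8510 at 10 µM for full effect; many of its hits are not listed in these tables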
V-ATPase pH = yeast V-ATPase proton transport regulation by pHLuorin; S. cerevisiae, pHLuorin cytosolic pH fluorescence; response, % at 10 µM; 350,000 compounds, 0.37% hits; in the data active = response mostly above about 7.3%, no sharp cut-off; inactive = mostly below about 5.4%; note: actives read high; inactives centre near 0; some compounds called inactive have numbers as strong as hits; reference of the scale not given here
Starred values were filed as active, the others as inactive; . = not tested or not shown.

Each structure is followed by: CAL PDZ FP-2, Tat transport, dFosB activator, cardiac RTF act, MITF act, V-ATPase pH, CDK5 p35 inh, Wnt act, Rtt109 HAT inh, CAL PDZ FP-1
NC(=O)C(NC(=O)OCc1ccccc1)c1ccccc1 (configuration not stated)
 : -1, 3, 1, 2, -2, -2, 1.1, -1, -16, 0.8
O=C(CN1CCC(NC(=O)Nc2ccccc2-c2ccccc2)CC1)NCc1ccco1
 : 0, -4, 10, -1, -3, -1, -2.2, ., -11, -0.5
Cc1ccc(C)c(-c2ccc(=O)n(Cc3c(F)cccc3Cl)n2)c1
 : 2, -3, -4, -7, 9, -1, -1.6, 1, 1, -1.2
O=C(NNC(=O)c1sc2cccc(Cl)c2c1Cl)NC1CCCCC1
 : 0, -5, 7, -5, 11, -7, 1.7, ., 12, 0.6
COc1ccc(-n2c3c(c(=O)[nH]c2=O)C(C(F)(F)F)(C(F)(F)F)N=C(CC(C)C)N3)cc1
 : 1, 3, -8, -4, -1, -7, -0.4, ., -1, -0.7
COc1cc(N/C(N)=N/c2nc(C)cc(C)n2)cc(OC)c1
 : -1, 43, 1, -8, -1, -1, -3.7, 1, 3, .
CC(NC(=O)c1cccc(OC2CCN(C3CCN(C)CC3)CC2)c1)c1ccccc1 (configuration not stated)
 : 2, -3, 5, 0, 4, -4, 0.4, 0, 29, -0.9
CCOc1ccc(CCNC(=O)C2CCCN(C(=O)N(C)C)C2)cc1OCC (configuration not stated)
 : -4, -5, -3, -7, 2, ., 0.3, -4, -5, -0.4
CC(C)Cn1c(N)c(C(=O)COC(=O)c2ccc3c(c2)OCCO3)c(=O)n(C)c1=O
 : -6, 2, 8, 6, ., 2, 0.0, -4, 6, .
Cc1ccc(S(=O)(=O)N(C)c2ccc(C(=O)N(CC(C)C)C3CCS(=O)(=O)C3)cc2)cc1 (configuration not stated)
 : ., -5, 2, 1, -8, -3, 2.2, 0, 3, -1.0
O=C(NNC(=O)c1ccc2c(=O)n3c(nc2c1)CCC3)c1ccc(F)cc1
 : -3, 0, -11, -2, -2, 0, 3.3, 1, -3, -2.4
CCN(CC)S(=O)(=O)c1ccc(N2CCOCC2)c(NC(=O)c2ccc(F)cc2)c1
 : -2, 3, -3, 1, -6, -1, -1.4, -2, -2, .
Cc1cc(C)cc(NC(=O)C(Sc2ncnc3ccccc23)c2ccccc2)c1 (configuration not stated)
 : 2, -2, -6, -8, -3, -5, 2.1, -2, 20, -1.3
COCCNC(=O)C(=O)NNC(=O)c1ccccc1OC
 : 1, -1, -4, 8, -17, 1, -1.8, 0, -15, 0.6
Cc1ccc(S(=O)(=O)N2CCN=C2SCc2ccccc2)cc1
 : -2, -1, -6, 3, 3, 0, 0.7, -6, 7, -2.5
CCOc1ccc(-c2cc(C(=O)N/N=C(\C)c3cccnc3)c3ccccc3n2)cc1
 : 1, -4, -14, -1, 88*, -2, 0.6, 20, -7, 0.0
CN(CC(=O)NCCN1CCN(c2ccccc2)CC1)S(=O)(=O)c1ccc2c(c1)CCC(=O)N2
 : -6, 3, -5, -1, 9, 2, -1.3, -1, -4, 0.8
COc1ccc(Br)cc1CN(C)C(=O)c1ccc2c(c1)NC(=O)C(C)S2 (configuration not stated)
 : 2, 1, -8, 6, -10, 2, 1.0, 0, 0, -0.8
CNC(=O)C(=O)NCC1OCCCN1S(=O)(=O)c1ccc2c(c1)OCCO2 (configuration not stated)
 : ., 6, -6, -7, -2, -3, 0.6, 4, -4, 0.2
Cc1nnc(SCCn2c(N(C)Cc3ccccc3)nc3c2c(=O)[nH]c(=O)n3C)s1
 : ., 7, 0, 4, ., -2, 4.9, -3, 9, -2.7

Following part
Each structure is followed by: CAL PDZ FP-2, Tat transport, dFosB activator, cardiac RTF act, MITF act, V-ATPase pH, CDK5 p35 inh, Wnt act, Rtt109 HAT inh, CAL PDZ FP-1
O=C(C1CCN(S(=O)(=O)c2cccnc2)CC1)N1CCN(c2ccccc2Cl)CC1
 : -1, 0, 2, 0, 7, 2, -0.8, ., -2, -0.2
CC(C)NC(=O)Nc1cccc2c1O[C@H](CN(C)C(=O)Nc1ccc(C(F)(F)F)cc1)[C@@H](C)CN([C@H](C)CO)C2=O
 : ., 7, -9, 4, -6, -1, 0.7, -1, 0, -2.4
CCn1c(=O)cc(SCC(=O)Nc2cc(OC)c(OC)c(OC)c2)c2ccccc21
 : -3, 2, -10, 1, ., 1, -2.5, 2, 0, -3.4
O=C(Nc1c(Cl)ccc2nsnc12)c1ccco1
 : -2, -3, -5, -6, -11, 4, -1.2, -2, ., -2.9
CCCCC(CC)CNC(=O)C1CC=CCC1C(=O)O (configuration not stated)
 : -3, -4, 0, 3, 2, -3, -0.5, 0, -1, -3.2
Cc1cc(Cl)c(S(=O)(=O)NCC2CCCO2)cc1OCC(N)=O (configuration not stated)
 : -2, 8, 1, 0, 6, 1, -2.7, ., 0, -1.1
CS(=O)(=O)N1CCc2cc(-c3csc(NC(=O)Cc4ccccc4)n3)ccc21
 : 0, 4, 10, 6, -12, -1, -10, ., -24, -0.9
O=C(O)CC(NC(=O)C12CC3CC(CC(C3)C1)C2)c1ccc2c(c1)OCO2 (configuration not stated)
 : -3, -8, 7, 1, -2, -3, 2.3, 1, -2, 1.0
CSc1ccc(CN(C)C(=O)CCNS(=O)(=O)c2ccc(C)c(C)c2)cc1
 : -11, 0, -10, -4, -2, 1, -0.5, -1, 8, -2.2
Cc1nc(CNS(=O)(=O)c2ccc(Br)cc2)cs1
 : ., 0, 0, 4, 1, 0, 0.8, 0, -1, -1.0
Cc1cc(C)c(-n2c(O)c(C=NCCN3CCOCC3)c(=O)[nH]c2=O)c(C)c1
 : -1, -3, -4, 1, 8, 0, 2.0, ., -22, -0.3
Cc1cccc(N2C(=O)CN=C2Nc2nc(C)cc(C)n2)c1
 : -5, 2, -12, 6, -2, 3, -0.9, -3, -3, -1.2
CCOc1cc(-c2nccc3cc(OC)c(OC)cc23)cc(OCC)c1OCC
 : -3, 8, -16, -4, -23, -3, -1.4, 0, 0, -2.5
CCOCCCNC(=O)C1CCN(S(=O)(=O)N(CC(C)C)CC(C)C)CC1
 : -1, 1, -2, -2, -6, 1, 1.2, ., ., -1.7
O=C(NCCc1ccncc1)Nc1cccc(Cl)c1
 : 2, -2, -15, -1, 5, 2, 1.5, 3, 2, -2.4
COc1ccccc1N1CCN(CC(=O)Nc2ccc(-n3cnnn3)cc2)CC1
 : 5, 0, -2, -2, -2, 2, 0.2, -3, -3, 4.7
Cc1cnc(NC(=O)Nc2ccccc2)c(C)n1
 : -2, 12, -3, 0, 4, 2, 2.6, 2, 1, -1.2
Cc1cc(C)n2cc(CSc3ccc(Cl)cc3)nc2n1
 : -5, -4, -3, -5, 8, 7, 0.6, 7, 3, -1.6
O=C(c1ccc(S(=O)(=O)N2CCOCC2)cc1)N1CCc2ccccc21
 : 1, 2, 1, -6, -11, -1, -0.6, -2, -7, -1.3
COc1ccccc1[C@@H]1C(c2ccccc2)=NN(c2ccccc2)[C@H]1C(=O)N1CCOC1=O
 : -1, -3, -9, 1, -2, -3, -0.4, -1, -5, 0.0

The list continues.
Each structure is followed by: CAL PDZ FP-2, Tat transport, dFosB activator, cardiac RTF act, MITF act, V-ATPase pH, CDK5 p35 inh, Wnt act, Rtt109 HAT inh, CAL PDZ FP-1
CC(=O)NCCOc1nc(N(C)C)nc(N2CCCCC2)n1
 : 6, 0, 0, -6, 7, 1, 0.3, -2, -22, 0.2
O=C(NCCSc1ccccc1)c1ccc(Br)cc1
 : 2, -3, 2, -1, 29, -5, 0.0, -4, 0, -0.4
COc1ccccc1N1C(=O)C(Cl)=C(N2CCCC2)C1=O
 : -6, 8, -5, 4, ., 0, -3.0, -2, 0, -1.3
CCOC(=O)N1CCN(S(=O)(=O)c2ccc(OC)cc2)CC1
 : -5, 1, 9, -1, ., -1, 0.2, -2, 0, -0.4
O=C(Nc1nnc(Cc2ccc(F)cc2)s1)Nc1ccccc1F
 : 3, 0, 27*, -2, 14, 4, 0.0, 6, -6, 1.2
Cc1ccc(/C=N/n2c(C)cc(C)c(C#N)c2=O)o1
 : 0, -1, -2, 6, 7, -2, -1.2, ., -2, 0.3
Cc1ccc(NC(=O)CSc2nnc(-c3n[nH]c4ccccc34)n2-c2ccccc2)c(C)c1
 : 0, -17, 3, -7, -14, 2, 0.2, -3, 6, -1.4
CCCNC(=O)c1oc2ccc3c(c2c1C)C=CC(C)(C)O3
 : 7, 1, -12, -2, 105*, 1, 0.9, 38*, 7, -0.7
Cc1ccccc1OCc1nc2ccccc2c(=O)n1/N=C/c1cn[nH]c1-c1ccccc1
 : -2, 0, -3, 1, 27, -1, 0.2, 16, 6, -1.0
CCC(Oc1ccccc1OC)C(=O)N1CC(=O)Nc2ccccc21 (configuration not stated)
 : ., 10, -5, -5, 0, -1, 0.6, 10, 3, -0.4
CC(=O)N1CCN(S(=O)(=O)c2cccc(C(=O)OCC(=O)N(Cc3ccccc3)C(C)(C)C)c2)CC1
 : 4, -2, -14, 0, -5, 0, -0.5, -1, 8, -0.3
CCOC(=O)c1c(NC(=O)COC(=O)Cn2c(C)nc3ccccc32)sc2c1CCCC2
 : -1, -5, 39*, -7, -3, 0, ., -5, -1, -0.5
CCN(CC)c1ccc(-c2nn3c(-c4ccccc4OC)nnc3s2)cc1
 : 3, 13, -12, -2, ., -2, -1.7, ., -15, 1.4
Cn1cnnc1SCC(=O)Nc1nc(-c2ccc(F)cc2)cs1
 : 3, 2, -1, 3, 2, -2, 0.1, 2, 8, -1.1
Cc1ccc(C)c(OCC(=O)NNC(=O)CCN2CCN(c3ccccc3)CC2)c1
 : -2, 3, -3, -1, -3, 4, 0.6, -2, -3, 0.8
Cc1ccc2c(=O)cc(C(=O)NCc3ccccc3)oc2c1C
 : -5, -5, -5, -4, 6, 2, 1.4, 28, 6, -0.3
CCOc1nc(-c2ccccc2)ccc1-c1noc(-c2ccncc2)n1
 : ., -9, 1, 4, ., -2, 2.1, ., -13, -1.2

Seven entries from above, ordered by molar mass, highest first.
Each structure is followed by: CAL PDZ FP-2, Tat transport, dFosB activator, cardiac RTF act, MITF act, V-ATPase pH, CDK5 p35 inh, Wnt act, Rtt109 HAT inh, CAL PDZ FP-1
Cn1cnnc1SCC(=O)Nc1nc(-c2ccc(F)cc2)cs1
 : 3, 2, -1, 3, 2, -2, 0.1, 2, 8, -1.1
CCOc1nc(-c2ccccc2)ccc1-c1noc(-c2ccncc2)n1
 : ., -9, 1, 4, ., -2, 2.1, ., -13, -1.2
CCC(Oc1ccccc1OC)C(=O)N1CC(=O)Nc2ccccc21 (configuration not stated)
 : ., 10, -5, -5, 0, -1, 0.6, 10, 3, -0.4
O=C(NCCSc1ccccc1)c1ccc(Br)cc1
 : 2, -3, 2, -1, 29, -5, 0.0, -4, 0, -0.4
CCOC(=O)N1CCN(S(=O)(=O)c2ccc(OC)cc2)CC1
 : -5, 1, 9, -1, ., -1, 0.2, -2, 0, -0.4
Cc1ccc2c(=O)cc(C(=O)NCc3ccccc3)oc2c1C
 : -5, -5, -5, -4, 6, 2, 1.4, 28, 6, -0.3
Cc1ccc(/C=N/n2c(C)cc(C)c(C#N)c2=O)o1
 : 0, -1, -2, 6, 7, -2, -1.2, ., -2, 0.3

Screening results from PubChem BioAssay.
